# DUSP3 inh – inhibitors of human VHR1 phosphatase (DUSP3); P51452; recombinant VHR phosphatase, pNPP absorbance; inhibition, % at 13.3 µM; 290,000 tested, 0.52% active; AID 1654; in the data active = inhibition above about 50%; note: some compounds called inactive have numbers as strong as hits
# Target sequence (P51452 whole entry, looked up): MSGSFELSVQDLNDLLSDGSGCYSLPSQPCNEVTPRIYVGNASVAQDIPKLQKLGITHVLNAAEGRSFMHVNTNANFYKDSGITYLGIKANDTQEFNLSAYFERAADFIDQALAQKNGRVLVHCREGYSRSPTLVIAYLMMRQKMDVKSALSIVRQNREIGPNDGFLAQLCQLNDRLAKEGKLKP
# BH1578 lux ind – quorum light induction in luxS cqsA deficient V. cholerae; V. cholerae BH1578 lux reporter, luminescence, 6 h; activation, % at 18.7 µM; 350,000 tested, 0.16% active; AID 588436; in the data active = activation mostly above about 9.7%, no sharp cut-off; inconclusive = no clear call, values can overlap the other calls; inactive = mostly below about 3.7%; note: not every result past the cut was called active; inactives centre near 0; reference of the scale not given here
# 3CLpro inhibitor – SARS-CoV 3CLpro protease inhibition | P0C6X7 | recombinant SARS-CoV 3CLpro, quenched FRET peptide cleavage | inhibition, % at 6 µM | 290,000 tested, 0.14% active; in the data active = inhibition above about 12%
# TcdB GH inh – TcdB glycohydrolase inhibition; AID 652162; TcdB glycohydrolase enzymatic assay, plate reader; 350,000 tested, 0.24% active; inhibition, % at 9.99 µM; in the data active = inhibition above about 10%
# SSB-PriA inh – blocks PriA binding to SSB C-terminal tail; 430,000 tested, 0.6% active; AlphaScreen SSBct-PriA binding, biotinylated peptide; AID 1272365; inhibition, % at 33 µM; in the data active = inhibition mostly above about 37%, no sharp cut-off; inactive = mostly below about 20%;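 note: plate controls were negative control peptide for no effect and reference peptide for full effect; strong numbers were not always called active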
# Y pestis TopoI – Y. pestis Topo-I inhibition via cleavage products; Y. pestis Topo-I cleavage product accumulation, plate reader; activity, % at 10 µM; 360,000 tested, 0.064% active; in the data active = activity above about 50%, passing the limit was not always enough; inconclusive = no clear call, values can overlap the other calls; note: inactives centre near 2
# Anthrax LF prot – inhibitors of Bacillus anthracis lethal factor protease; P15917; multiplex microsphere protease cleavage assay, LF; inhibition, % at 10 µM; 360,000 tested, 0.12% active; AID 588501; in the data active = inhibition above about 30%; inconclusive = no clear call, values can overlap the other calls; note: plate controls were buffer without enzyme for full effect and enzyme alone for no effect
# Rv3671c inh – Rv3671c (M. tuberculosis) protease inhibition; inhibition, % at 5.96 µM; P9WHR9; 320,000 tested, 0.048% active; in the data active = inhibition above about 38%;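 note: extracellular domain of Rv3671c used as enzyme; 0% = enzyme with DMSO and 100% = no enzyme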
# Target sequence (P9WHR9 whole entry, looked up, the tested form may be a part): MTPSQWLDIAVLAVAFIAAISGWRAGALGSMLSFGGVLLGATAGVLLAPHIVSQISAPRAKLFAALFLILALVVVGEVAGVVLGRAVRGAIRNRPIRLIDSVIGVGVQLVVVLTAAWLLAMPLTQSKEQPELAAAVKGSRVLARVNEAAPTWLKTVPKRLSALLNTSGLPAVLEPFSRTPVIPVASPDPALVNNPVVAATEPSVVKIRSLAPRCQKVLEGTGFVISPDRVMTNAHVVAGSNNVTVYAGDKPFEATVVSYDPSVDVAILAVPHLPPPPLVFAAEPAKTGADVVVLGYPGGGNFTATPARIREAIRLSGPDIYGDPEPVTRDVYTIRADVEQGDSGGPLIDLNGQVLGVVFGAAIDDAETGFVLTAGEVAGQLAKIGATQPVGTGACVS
# PfHsp40 yeast – rescue of PfHsp40-mediated yeast toxicity; growth rescue, % at 12.5 µM; S. cerevisiae expressing PfHsp40, growth rescue, ATP luminescence; 340,000 tested, 0.68% active; in the data active = growth rescue above about 28%, passing the limit was not always enough; inconclusive = no clear call, values can overlap the other calls;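 note: yeast W303a lacking pdr1 and pdr3 grown in galactose medium; growth measured after three days at 30 °C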
# MazF activator – activators of E. coli MazEF toxin-antitoxin RNase | 350,000 tested, 0.32% active | FAM/BHQ RNA-DNA oligo cleavage fluorescence, 5 h | activation, % at 20 µM | AID 504720 | P0AE70; in the data active = activation above about 50%
# Target sequence (P0AE70 whole entry, looked up): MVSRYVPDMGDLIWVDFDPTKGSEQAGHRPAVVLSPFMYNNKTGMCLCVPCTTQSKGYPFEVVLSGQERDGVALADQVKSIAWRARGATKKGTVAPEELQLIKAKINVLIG
# The depositor's hits bear a star; i = inactive; ? = inconclusive; nt = no result given; & = joins results of further samples. Not all compounds are listed; count on the stated rates, not on these rows.
Molecule	DUSP3 inh	BH1578 lux ind	3CLpro inhibitor	TcdB GH inh	SSB-PriA inh	Y pestis TopoI	Anthrax LF prot	Rv3671c inh	PfHsp40 yeast	MazF activator
O=C(c1nc2n(n1)C(c1ccc(Cl)cc1)C=C(c1ccccc1)N2)N1CCOCC1 (stereo unspecified)	6	14	-4	nt	-1	-1	-3	3	-0.9	7
CCCCC(c1nnnn1CS(=O)(=O)c1ccc(C)cc1)N1CCN(c2ccccc2)CC1 (stereo unspecified)	-8	2.0	-5	nt	-8	33	-2	-5	3.5	3
CCOCCCNC(=O)c1ccc(-n2c(=S)[nH]c3ccccc3c2=O)cc1	7	-0.3	-5	-0.2	14	-4	-10	6	0.2	5
CCOC(=O)c1c(C)[nH]c(C(=O)N/N=C/c2cccc(OC)c2)c1C	21	-0.4	0	nt	nt	16	-2	-9	1.4	4
O=[N+]([O-])c1ccccc1S(=O)(=O)NCc1cccnc1	-5	-1.2	7	-0.1	-10	3	-10	-2	0.7	-10
COc1ccc(NS(=O)(=O)c2cc(NC(=O)c3ccncc3)ccc2N2CCOCC2)cc1	7	-0.6	-3	nt	-1	-9	-2	0	1.2	4
O=C1c2ccccc2NC(c2cccc(Cl)c2)N1N=C1CCCCCC1 (stereo unspecified)	6	-0.6	5	nt	-6	12	12	-2	1.5	0
CCCCC(=O)Nc1nnc(C2=COCCO2)o1	29	i	6	2.2	-4	4	-1	-3	0.6	8
O=C(Nc1ccc2oc(=O)ccc2c1)c1cccnc1	-14	i	6	nt	-10	1	-2	-3	0.5	1
COCc1ccc(-c2c(-c3ccsc3)oc(=O)c3cc(OC)c(OC)cc23)cc1	nt	0.7	nt	-1.0	-2	5	0	-9	-0.1	0
CCOC(=O)Oc1c(OC)cc(C(=O)O[C@@H]2C[C@@H]3CN4CCc5c([nH]c6cc(OC)ccc56)[C@H]4C[C@@H]3[C@H](C(=O)OC)[C@H]2OC)cc1OC	nt	i	nt	0.8	34	21	-14	-4	0.5	10
O=C(NC1CC1)C1=NOC(CNc2ncc(C(F)(F)F)cc2Cl)C1 (stereo unspecified)	31	i	-3	nt	-16	0	2	1	-0.3	-11
O=C(CS(=O)(=O)Cc1ccccc1)Nc1ccccc1Cl	-4	i	4	0.4	0	-1	1	0	-0.2	-1
C#CCOCCOCCOCCNc1nc(N2CCN(C(=O)[C@H](CCCCN)n3cc([C@@H](N)CC(N)=O)nn3)CC2)nc(N2CCN(C(=O)[C@H](CCCCN)n3cc([C@@H](N)CC(N)=O)nn3)CC2)n1	nt	1.6	nt	0.1	-8	-14	-6	-3	-2.5	-5
O=C(Nc1ccc2[nH]ncc2c1)c1ccc(F)cc1	-16	i	2	0.8	-15	0	5	0	0.5	13
COc1ccccc1N1CCN(C(=O)CCc2c[nH]c3ccccc23)CC1	-14	0.7	1	-1.4	6	-6	-6	0	1.5	6
NC(=O)c1ccc(NC(=O)CSc2nncn2-c2ccccc2)cc1	22	-2.2	0	-0.5	-7	-8	-3	-6	-0.3	8
COCCN(C(=O)COC(=O)C1COc2ccccc2O1)c1c(N)n(Cc2ccccc2)c(=O)[nH]c1=O (stereo unspecified)	nt	-1.4	nt	1.8	-16	2	-5	4	0.4	3
Cc1ccc(NC(=O)Cn2c(O)c(N=NC(=O)c3cc4ccccc4cc3O)c3ccccc32)cc1	-4	-0.1	3	nt	4	-4	2	-18	0.2	-12
COC(=O)CCN(C(=O)c1ccc2c(c1)OCO2)c1ccccn1	15	-0.6	2	nt	-2	-4	0	-2	0.3	0
Cc1onc(-c2ccccc2Cl)c1C(=O)Nc1ccc(OCC(=O)N2CCOCC2)cc1	5	1.9	-1	nt	-4	-5	-1	3	-1.6	1
CCn1cnc2cc(NCc3nc4ccccc4n3C)ccc21	14	-0.3	1	-1.7	-1	-4	3	0	-0.4	-12
COc1ccc(-c2cc(=O)c3ccc(O)cc3o2)cc1OC	nt	-0.3	nt	-2.2	nt	-1	-4	nt	nt	nt
COc1ccc(-c2cc3ccccc3cn2)cc1	nt	-0.9	nt	1.2	-21	27	-10	-8	2.0	8
COc1cccc(/C=N/NC(=O)c2cc3c(OC)cccc3[nH]2)c1O	-4	i	3	0.0	nt	-16	-4	12	1.6	2
COc1cccc(NC(=O)CN(c2ccccc2OC)S(=O)(=O)c2cccs2)c1	nt	-0.5	nt	-0.9	1	13	0	-15	0.3	10
CC(C)(C)OC(=O)N1CCC[C@H]1C(=O)Nc1ccc(C#N)cc1	-6	0.6	-1	0.6	-10	-2	2	-4	-1.3	-3
O=C(c1cc2ccccc2o1)N1CCN(Cc2nc3ccccc3s2)CC1	nt	i	nt	0.9	nt	1	-5	nt	nt	-9
Cc1ccc(S(=O)(=O)Nc2cccc(-c3ccc(N4CCCCCC4)nn3)c2)cc1	11	i	3	0.4	-5	26	-3	-83	-0.5	5
CC1(CCc2ccccc2)NC(=O)N(CC(=O)Nc2ccccc2)C1=O (stereo unspecified)	19	i	-1	0.8	-12	4	6	-6	-0.1	4
CCC(C)N(C(=O)CSc1nnc(NC(C)C)s1)C1CCS(=O)(=O)C1 (stereo unspecified)	nt	-12	nt	-0.6	0	5	?	2	-0.4	0
CCOc1c(Br)cc(C2NS(=O)(=O)N=C3CCCCCN32)cc1OC (stereo unspecified)	-1	i	-3	nt	0	1	1	-7	0.1	0
COC(=O)CP(=O)(c1ccccc1)c1ccccc1	8	-0.2	-1	nt	-14	5	-1	-2	-0.4	-2
COc1ccc(CNC(=O)CN(C)S(=O)(=O)c2ccc(Br)s2)cc1	15	-0.2	2	0.9	2	5	0	-2	0.9	7
CCN(C[C@H]1N[C@@](CC)(C(=O)OC)[C@H]2C(=O)N(C)C(=O)[C@@H]12)S(=O)(=O)c1ccc(C(C)(C)C)cc1	nt	-6.2	nt	-0.1	-6	1	-7	1	0.2	-2
C=CCNC(=O)/C(=C/c1ccco1)NC(=O)c1ccc(Br)o1	-1	i	0	nt	5	6	-2	2	0.3	1
Cc1ccccc1Nc1nc(Nc2ccccc2C)nc(SC2=NCCS2)n1	29	-1.5	2	1.3	20	-8	-10	-17	0.4	4
CN1C(=O)NC(=O)C2(CCCC2)C1=O	nt	5.0	nt	0.8	-6	5	-7	nt	-0.7	-1
COC(=O)c1cc(C(=O)OC)cc(N2C(=O)CC(NNC(=O)c3ccccc3Br)C2=O)c1 (stereo unspecified)	25	0.7	1	nt	-4	-1	-8	-10	-0.9	1
O=C(CN1CCC(n2nnc3cc(F)ccc32)CC1)NC1CCCCC1	28	-0.3	-3	nt	-16	-3	-3	0	-0.6	7
CCOC(=O)c1oc2ccccc2c1NC(=O)C1CCCCC1	0	9.5	3	0.7	2&-13	9	-5	-5	-0.5	-28
Cc1nnc(SCC(=O)NNC(=O)c2ccccc2)n1Cc1ccccc1	nt	i	nt	1.8	1	-4	-4	6	-0.2	-5
N/C(COc1ccc(Cl)cc1Cl)=N\O	25	i	0	1.6	nt	5	nt	-4	0.5	4
COc1ccc(C(=O)c2oc3ccc(Br)cc3c2NC(C)=O)cc1	11	4.3&-0.1	1	-0.1	-8	-3	2	-1	0.7	15
COc1cc(NC(=O)c2ccccc2Cl)c2ncccc2c1	16	-0.6	3	1.0	-71	3	17	-12	1.1	2
COc1ccc2oc(C)c(NC(C)=O)c2c1	10	-0.1	-2	nt	-6	5	-14	-3	-1.8	2
O=c1[nH][nH]c(-c2ccccc2)c1C=Nc1ccc(Cl)cc1	15	nt	3	nt	-9	-6	3	-14	0.9	4
CCOc1ccc2nc(NC(=O)CN3C(=O)NC4(CCCC4)C3=O)sc2c1	nt	i	nt	0.7	1	-1	0	0	-0.2	-2
COCCNC(=O)c1ccccc1NC(=O)COc1ccccc1	9	-6.2	4	nt	-5	1	2	1	-0.2	0
CC(C)N1CCC(N2CCN(Cc3ccc4nsnc4c3)CC2CCO)CC1 (stereo unspecified)	25	4.2	6	1.7	-5	-15	-1	-2	0.5	-1

# (further entries)
Molecule	DUSP3 inh	BH1578 lux ind	3CLpro inhibitor	TcdB GH inh	SSB-PriA inh	Y pestis TopoI	Anthrax LF prot	Rv3671c inh	PfHsp40 yeast	MazF activator
COc1ccccc1N(C(=O)c1snc(C(N)=O)c1N)C(C(=O)NC1CCCCC1)c1cccc(OC)c1OC (stereo unspecified)	18	-0.3	2	0.2	-7	33	-4	-11	0.6	4
O=C(CSCCS(=O)(=O)c1ccc(Cl)cc1)Nc1ccccc1	20	-0.4	-1	1.0	-17	4	4	0	-0.5	-2
c1csc(-c2nnc(NC3CCCCC3)c3ccccc23)c1	15	-0.2	-4	1.2	-10	4	1	-6	-1.2	6
Cc1ccc(C)c(N2CCN(C(=O)C3CCN(S(=O)(=O)c4c(C)noc4C)CC3)CC2)c1	25	-0.6	1	1.2	-4	16	-4	-4	0.8	5
CN(CC(=O)Nc1ccc(F)cc1)C(=O)Cn1nnc(-c2ccccc2)n1	42	i	2	-0.5	-6	-6	3	-2	-0.3	5
Nc1cccc(-c2nc3cc(S(=O)(=O)c4ccc5oc(-c6cccc(N)c6)nc5c4)ccc3o2)c1	25	nt	-3	nt	0	3	0	-3	-1.2	-6
CC1CCCCC1NC(=O)NC(=O)CCl (stereo unspecified)	3	0.1	8	0.0	-4	-1	-2	2	0.4	-7
Clc1ccccc1N1CCN(Cc2c[nH]c3ccccc23)CC1	nt	i	nt	0.3	7	-9	-6	-3	0.8	5
CCCCCCC(NC(=O)Cc1ccc2ccccc2c1)C(=O)O (stereo unspecified)	nt	-12	nt	1.5	-7	14	-3	nt	-0.4	-1
O=C(CSc1ccc(Cl)cc1)Nc1cccc(-c2nc3ccccc3[nH]2)c1	15	-0.3	-6	nt	0	-5	0	-30	-1.4	-6
Cc1cc(C)n(C)c(=O)c1C#N	2	i	4	-0.2	-16	8	-1	-15	0.0	5
C=CCN1C(=O)C(Cc2cccc(Cl)c2)S/C1=N/N=C/c1ccco1 (stereo unspecified)	-4	i	-1	2.0	nt	-9	-6	-5	1.4	-14
O=C(OCn1nnc2ccccc2c1=O)c1ccc2ccccc2n1	14	-0.3	-11	nt	-7	5	2	nt	-1.6	12
CN(C)C(CNC(=O)c1ccco1)c1cccs1 (stereo unspecified)	nt	-0.2	nt	-2.5	2&-9	1	nt	7	0.3	1
Oc1[nH]c2ccccc2c1N=Nc1cccc(Cl)c1	17	-0.5	5	1.1	-10	1	2	-8	nt	362*
CN(CC(=O)NCC1CCCCC1)CC(=O)Nc1ccc(F)cc1	nt	i	nt	-3.5	-1	5	-3	3	0.3	-3
CCOC(=O)N1CCC(NC(=O)C2CCCN(C(=O)c3cc4sccc4n3C)C2)CC1 (stereo unspecified)	24	-0.4	-2	-0.7	-3	7	-4	5	-0.1	12
CCCn1c(SCC(=O)c2cc(OC)ccc2OC)nnc1-c1ccco1	-22	-2.3	-2	nt	-5	13	0	6	1.7	2
Cn1nnnc1SCC(=O)N1c2ccccc2CCc2ccccc21	-8	-0.3	2	nt	-14	-1	3	3	-0.1	-16
CC1=NN(c2ccccc2)C(=O)/C1=C/c1c(O)[nH]c(=S)[nH]c1=O	17	-1.1	-5	nt	nt	-2	-1	-5	0.2	-7
COc1cccc(C(=O)NCCSc2ccc(F)cc2)c1	6	-0.4	4	1.1	-38	2	1	-1	nt	5
COC(=O)c1cc(CSc2nc3ccccc3c(=O)n2C)oc1C	2	-0.3	4	-0.8	-14	23	2	0	-0.3	-1
